TRAIL sens C8 = viability loss with TRAIL in NB7+C8 cells, primary screen, TRAIL sensitizer project, cell-based, ATPlite luminescence. inhibition (viability loss, TRAIL sensitization), % at 10 µM. hit rate 1% among 360,000. AID 624354, 2012;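 active means compounds causing at least 50% loss of cell viability in the single-dose screen, relative to plate controls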
TRPM1 prom inh = inhibitors of MITF-dependent TRPM1 promoter reporter, primary screen, cell-based, SK-MEL-5, single point, luciferase | SK-MEL-5 TRPM1 promoter luciferase, 24 h | inhibition, % at 12.5 µM | hit rate 0.83% among 330,000;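 active means mean inhibition across replicates of 60% or more, whatever share of single replicates reaches that level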; further: values of inactives mirror those of a sister screen read the other way
Shn3 3UTR inh = reduction of Shn3 3'UTR firefly luciferase signal, primary screen, Schnurri-3 inhibitor project, cell-based, Clone20 osteoblasts, set 2. hit rate 0.52% among 360,000. Clone20 osteoblast Shn3 3'UTR firefly luciferase, 24 h. inhibition, % at 12.5 µM. AID 588674, 2011;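 active means mean inhibition of at least 75% with every replicate also reaching 75%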;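 further: 0% = median of neutral control wells and 100% = pilot-screen positive control compound; some compounds past the cut are filed as inactive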
iPSC survival up = enhancers of single-cell hiPSC survival, primary screen, ATPlite luminescence | 100% = ROCK inhibitor wells, 0% = DMSO | survival enhancement, % at 20 µM | hit rate 0.044% among 360,000 | AID 602274, 2012; in the data active means survival enhancement above about 18%;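 further: cells exposed to compounds for 16 hours before the ATP read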
HIF-2a inh = HIF-2a reporter inhibitors, primary screen, luminescence, 786-0 RCC cells | AID 624352, 2012 | 786-0 RCC cells HIF-2a reporter, luciferase luminescence, overnight | hit rate 0.72% among 360,000 | inhibition, % at 18.8 µM;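 active means inhibition of the luminescence signal of 40% or more relative to plate controls, in a single-dose primary screen at 18.75 µM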
NR2E3 ag-1 = inhibitors of NR2E3-RetCOR corepressor binding, primary screen, NR2E3 agonist project, biochemical, TR-FRET, GST-NR2E3, biotin-RetCOR | inhibition of corepressor binding, % at 4.78 µM | hit rate 0.12% among 320,000 | AID 2300, 2010 | 1536-well;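 active means percent inhibition above the cutoff of mean plus 3 SD of all tested compounds, set per screening campaign, cut at about 20% in these data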;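 further: 0% = DMSO wells and 100% = biotin wells as full block of FRET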
Target sequence (Q9Y5X4 whole entry, looked up): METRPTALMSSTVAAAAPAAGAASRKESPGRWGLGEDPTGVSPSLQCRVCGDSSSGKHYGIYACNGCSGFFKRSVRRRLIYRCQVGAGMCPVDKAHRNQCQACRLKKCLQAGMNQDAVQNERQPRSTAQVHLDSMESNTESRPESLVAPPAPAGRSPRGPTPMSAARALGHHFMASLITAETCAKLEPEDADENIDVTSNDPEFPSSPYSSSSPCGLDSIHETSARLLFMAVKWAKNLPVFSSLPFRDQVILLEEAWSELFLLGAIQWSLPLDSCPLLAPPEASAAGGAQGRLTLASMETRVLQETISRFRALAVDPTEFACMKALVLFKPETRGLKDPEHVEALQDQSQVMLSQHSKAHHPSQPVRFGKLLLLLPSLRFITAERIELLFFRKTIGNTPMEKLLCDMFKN
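Test system: GST-NR2E3 and biotin-RetCOR proteins | Quantity: 1.35 nM GST-tagged NR2E3 final | Medium: Tris pH 7.5 | Also added: 7 nM biotin-RetCOR | Dosing: Compound at 4.8 µM, single dose | Timing: 5 h at 4 °C | Detection: Time-resolved FRET | Read-out basis: Percent inhibition | Benchmarks: Biotin wells as high control, 0.6% DMSO wells as low control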
LMP1 NFkB inh = EBV LMP1-driven NF-kappaB luciferase reporter inhibitors, primary screen, cell-based, luminescence, single point; LMP1-induced NF-kappaB luciferase reporter cells; inhibition, % at 12.5 µM; hit rate 0.69% among 350,000; AID 504558, 2011; in the data active means inhibition above about 41%;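 further: 0% = neutral control wells and 100% = reference inhibitor control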
KKLEB tox = cytotoxicity in KKLEB CF airway cells, primary screen, cytotoxicity control for CF NF-kB inhibitor project, cell-based, uHTS, fluorescence assay plates | KKLEB CF airway cells viability, ATPlite luminescence, overnight; stronger effect = lower value; cells stimulated with P. aeruginosa culture filtrate | activity change (cytotoxicity), % at 5 µM | hit rate 0.36% among 360,000;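 active means corrected activity change at or below -50% at 5 µM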
CF NFkB inh = inhibitors of PAF-induced NF-kB signaling, primary screen, cell-based, GFP fluorescence, uHTS | KKLEB NF-kB-GFP reporter, GFP fluorescence overnight | inhibition, % at 5 µM | hit rate 0.86% among 360,000 | AID 588850, 2011;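 active means at least 50% inhibition at 5 µM, scaled per plate between neutral and stimulator controls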;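 further: PAF is a Pseudomonas aeruginosa culture filtrate used as stimulus; plate controls were PAF-stimulated DMSO wells for no effect and unstimulated DMSO wells for full effect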
NR2E3 ag-2 = NR2E3 agonists in two-hybrid cells, primary screen, cell-based, luminescence, CHO-S, Gal4-NCOR/VP16-NR2E3 | luciferase | inhibition of corepressor binding, % at 3.98 µM | hit rate 0.35% among 360,000 | AID 602229, 2012;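 active means inhibition above the mean of all tested compounds plus 3 SD, cut at about 70% in these data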;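 further: 0% = DMSO with NR2E3 transfected cells and 100% = cells lacking NR2E3 construct; higher means lower luciferase signal from less NR2E3 corepressor binding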
Peg3 prom inh = Peg3 promoter-driven luciferase inhibitors, primary screen, cell-based, HeLa, luciferase luminescence | hit rate 1.7% among 360,000 | HeLa PEG-Prom luciferase reporter, overnight | inhibition, % at 20 µM;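 active means inhibition of at least 50% at 20 µM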
The depositor's hits bear a star; nt = not tested or not shown. Not all compounds are listed; the hit share may differ from the screen's.

mol | TRAIL sens C8 | TRPM1 prom inh | Shn3 3UTR inh | iPSC survival up | HIF-2a inh | NR2E3 ag-1 | LMP1 NFkB inh | KKLEB tox | CF NFkB inh | NR2E3 ag-2 | Peg3 prom inh
O=C(NC(Cc1ccccc1)C(=O)O)C1CCN(S(=O)(=O)c2cccc(C(F)(F)F)c2)CC1 (configuration not stated) | -0.9 | 2.7 | -27.9 | 0.7 | 15.0 | 0.5 | 3.4 | 6.9 | -27.8 | -1.5 | -5.8
NC(=O)CC(NC(=O)Cc1ccc(Cl)cc1)c1ccc(N2CCC(Cc3ccccc3)CC2)c([N+](=O)[O-])c1 (configuration not stated) | 11.7 | 3.8 | -10.5 | -3.5 | 11.0 | 2.1 | 1.2 | 3.4 | -19.2 | -47.3 | 6.1
CC(C)(C)NC(=O)CSc1nnc(NC(=O)CCn2cnc3ccccc3c2=O)s1 | 23.8 | 4.1 | -9.8 | 6.3 | 6.2 | 1.1 | 5.1 | 6.1 | -18.9 | -7.8 | 2.2
Cc1cc(C)n(-c2cc(C(C)(C)C)nc3c(-c4ccc(Cl)cc4)cnn23)n1 | -4.1 | -25.1 | 19.5 | -1.1 | -141.8 | 0.8 | -10.6 | -19.2 | 9.2 | -13.8 | -96.6
Cc1ccc(S(=O)(=O)N(C)CC(=O)OCC(=O)Nc2ccccc2)cc1 | -9.0 | -2.1 | 4.1 | -0.4 | 5.4 | 4.0 | -2.4 | 12.1 | -29.5 | -0.2 | 5.5
O=C(N/N=C\c1ccc(-c2ccc([N+](=O)[O-])cc2)o1)c1ccc2c(c1)OCO2 | -20.6 | -13.6 | -11.1 | 0.9 | 8.9 | 3.4 | -22.8 | -39.4 | 3.9 | -24.7 | 22.8
Cc1ccc(C)c(N(CC(=O)NC2CCCC2)C(=O)c2cc3cc4cccc(C)c4nc3s2)c1 | 10.3 | 4.2 | 28.8 | -3.3 | 6.2 | -2.0 | 0.6 | -3.3 | -10.3 | -0.2 | 21.9
CCOC(=O)c1[nH]c2ccc(F)cc2c1NC(=O)CCN1CCOCC1 | -4.9 | -2.2 | -0.6 | -0.5 | 17.5 | 3.0 | 2.2 | -5.3 | -5.9 | 19.7 | 11.5
CC[C@]12CCCN3CCc4c(n(c5ccccc45)C(=O)C1)[C@@H]32 | 18.5 | 11.4 | -13.4 | 1.3 | -6.8 | 4.6 | 0.4 | 10.5 | -12.7 | -47.9 | 25.5
Cc1ccccc1NC1=C(Cl)C(=O)N(C2CCCCC2)C1=O | 29.2 | -0.8 | -3.0 | 2.8 | -30.7 | -2.0 | 9.6 | -12.7 | 18.5 | -29.7 | 7.3
COc1ccc(C(=O)Nc2ccc(C3(C#N)CCCC3)cc2)cc1OC | 14.9 | -55.4 | -18.9 | -0.5 | -267.3 | 3.5 | -26.0 | 8.0 | -15.8 | -19.7 | -134.7
CC(C)(C)c1cc(-n2ccnc2)n2ncc(-c3ccc(Cl)cc3)c2n1 | 4.8 | -40.7 | -13.7 | 0.5 | -88.0 | 4.7 | -40.8 | -8.0 | 9.0 | -5.7 | -68.2
Cc1cccnc1C(NC(=O)C1CCN(CCOc2ccc(F)cc2)CC1)c1ccc(Cl)cc1 (configuration not stated) | 6.4 | nt | -1.7 | -0.6 | -28.7 | nt | nt | -17.6 | 23.8 | 23.9 | 13.9
COc1ccccc1OCC(=O)NN=C(Cc1ccccc1)Cc1ccccc1 | 4.9 | -4.2 | -4.7 | 0.2 | 2.0 | 1.0 | -4.9 | -0.9 | -10.0 | -57.9 | 14.0
Cc1cccc(C(O)c2ncc(-c3ccccc3)[nH]2)c1C (configuration not stated) | -19.3 | nt | -6.5 | 0.8 | -2.9 | nt | nt | -2.5 | 20.5 | -11.0 | 5.7
Cc1cccc(/C=N/n2c(-c3ccccc3)n[nH]c2=S)c1O | -13.3 | 9.7 | -18.0 | -0.7 | 18.5 | -1.0 | 9.9 | 9.0 | -18.1 | 0.6 | 11.3
CCOc1ccc(NC(=O)C[n+]2ccc(N(C)C)cc2)cc1 | -2.0 | 40.5 | -4.3 | 3.6 | 5.8 | -0.1 | -1.3 | 10.9 | -8.3 | -0.5 | 10.9
Cc1cccc(NC(=O)CSCC(=O)Nc2cc(Cl)ccc2N2CCN(C)CC2)c1 | 10.0 | -6.2 | -14.6 | -0.3 | 10.2 | 1.0 | -6.4 | -16.7 | 13.2 | -7.1 | 28.8
CCc1ccc(Nc2n[n+](-c3ccccc3)c(-c3ccc(N(CC)CC)cc3)s2)cc1 | 52.6* | 68.2* | 82.0 | -2.1 | -122.8 | 11.1 | 1.7 | 1.1 | 33.1 | -18.4 | 84.5*
O=c1c2ccccc2nc(-c2cccs2)n1-c1ccc2ccccc2c1 | -5.6 | -1.7 | -1.3 | 3.4 | -79.1 | -0.7 | -5.8 | -26.5 | -2.1 | -38.4 | -16.1
Oc1cccc(N2Cc3ccccc3C2)c1 | -6.2 | -12.3 | -21.4 | 0.1 | -12.9 | -0.2 | 3.8 | -9.3 | -8.1 | -40.5 | -22.2
CC(=O)/C(C#N)=C1\NC(=O)C(Cc2ccc(C)c(C)c2)S1 (configuration not stated) | 18.9 | 18.2 | 15.1 | -1.4 | -80.7 | -0.1 | 10.2 | 3.1 | -5.8 | -12.2 | -0.3
Cn1nc(-c2ccccc2)nc1-c1ccccc1 | 10.3 | -58.1 | -89.7 | 2.0 | -244.9 | 2.6 | -10.5 | 18.0 | -13.7 | -95.2 | -264.8
Oc1cccc(/C=C/c2ccc3cccc(O)c3n2)c1 | 33.1 | -12.9 | -0.7 | -0.2 | -153.5 | 0.8 | -1.6 | -7.6 | -7.8 | -159.7 | -205.3
O=C(NNS(=O)(=O)c1cc(Cl)c(Cl)cc1Cl)c1cccnc1 | -4.9 | 10.8 | -5.2 | -0.5 | 3.3 | -0.8 | -0.2 | 14.9 | -30.5 | -2.7 | 10.5

The list continues.
mol | TRAIL sens C8 | TRPM1 prom inh | Shn3 3UTR inh | iPSC survival up | HIF-2a inh | NR2E3 ag-1 | LMP1 NFkB inh | KKLEB tox | CF NFkB inh | NR2E3 ag-2 | Peg3 prom inh
O=C(O)CCC(=O)Nc1ccc(-n2ccc(C(F)(F)F)n2)cc1 | 8.3 | -8.3 | 8.1 | 0.1 | 18.9 | 1.8 | -0.8 | 11.3 | -5.4 | 2.1 | 15.1
Cc1c(C#N)c2ccccc2n1CC(=O)NCCc1c[nH]c2ccccc12 | 34.2 | nt | 16.8 | 1.4 | 23.1 | -3.2 | -10.0 | -9.5 | -11.3 | -10.2 | 19.6
N#Cc1nc(COc2ccc(Br)cc2)oc1N1CCCCCC1 | -17.0 | -16.6 | -2.8 | 2.1 | -118.3 | 3.2 | 9.6 | 3.6 | 13.3 | 3.2 | -18.9
CCOC(=O)c1ccccc1NC(=O)COC(=O)C1CC(=O)N(c2ccc3c(c2)OCCO3)C1 (configuration not stated) | -2.1 | -8.5 | -15.2 | -0.3 | 4.2 | 0.8 | 4.2 | -7.3 | -0.9 | -21.1 | 0.6
NC(=O)CSc1nnc(-c2ccccc2Br)n1-c1cccc(C(F)(F)F)c1 | 14.4 | 11.3 | 5.5 | -0.6 | 11.0 | 0.2 | 2.7 | -6.6 | 11.0 | 5.8 | 18.6
Cc1ccc(C(=O)COC(=O)C(C)N2C(=O)C3C4CCC(C4)C3C2=O)cc1C (configuration not stated) | -6.3 | 1.4 | -5.9 | -0.3 | -10.9 | -0.7 | 3.0 | 1.7 | -2.1 | 11.2 | -12.3
CCCCOc1ccc(C(=O)NCC(=O)NC2CCC(C)CC2)cc1 (configuration not stated) | -6.5 | -0.5 | -5.8 | 0.3 | -6.0 | -1.1 | -0.7 | 2.4 | -8.0 | 6.5 | -8.3
CCOC(=O)c1c(-n2c(C)cc(C=O)c2C)sc2c1CCCC2 | -4.1 | -1.9 | 21.7 | 2.5 | 15.9 | 4.3 | 7.4 | 6.9 | 5.8 | 11.6 | 10.9
CCOC(=O)C1(Cc2ccc(OC)cc2)CCN(C(=O)c2cc3ccccc3[nH]2)CC1 | -2.8 | -5.0 | 24.8 | -0.3 | -164.9 | 2.0 | -6.9 | 9.7 | -20.9 | -64.2 | -137.6
O=C(NC1CCCCCCC1)c1cccs1 | 14.5 | -43.6 | -31.3 | 0.6 | -182.2 | 1.5 | -21.7 | -0.9 | 8.8 | -63.1 | -144.2
O=C(NCC1CCCO1)/C(=C\c1ccco1)NC(=O)c1ccc(Cl)cc1 (configuration not stated) | 3.1 | 1.8 | 5.2 | -0.9 | 22.2 | -3.1 | -4.2 | 5.3 | 8.4 | 1.6 | -2.9
CN(CC(=O)Nc1c(Cl)cccc1Cl)C(=O)CC1Sc2ccccc2NC1=O (configuration not stated) | -3.0 | -3.4 | 0.2 | 0.0 | -21.1 | 2.4 | -11.8 | -3.8 | 10.7 | 3.3 | 18.8
CCCCCCC(=O)Nc1nc(C)c(-c2csc(Nc3cc(Cl)ccc3C)n2)s1 | 6.9 | 11.2 | -28.6 | 0.4 | -1.7 | -3.5 | -0.1 | -1.8 | 11.0 | 0.3 | 1.9
O=C(O)c1ccccc1C(=O)OCCCc1ccncc1 | 0.5 | 1.9 | 0.8 | 10.0 | 9.4 | -3.1 | 3.8 | -18.2 | 5.9 | -17.7 | -11.4
COc1ccc(OC)c(NC(=O)COc2coc(CN3CCCc4ccccc43)cc2=O)c1 | 6.7 | 25.7 | 47.3 | 0.0 | 2.3 | -3.7 | 18.9 | -8.2 | 16.5 | -9.5 | 18.4
COc1cccc(/C=N/NC(=O)c2nnn(-c3nonc3N)c2CN(C)C2CCCCC2)c1 | 30.6 | nt | 1.7 | -2.1 | 5.9 | nt | -1.1 | 0.5 | 7.2 | -17.9 | 3.9
COc1cc(/C=C/c2nc3ccccc3s2)cc(OC)c1O | -7.9 | -36.8 | -39.9 | 0.2 | -149.0 | 4.8 | 6.7 | -17.1 | -24.6 | -72.5 | -217.4
